Source: PubChem BioAssay
Myeloid diff 2: promotes myeloid progenitor differentiation | ER-HoxA9 myeloid progenitors, lysozyme-GFP differentiation, flow cytometry | calls only at 10 µM | hit rate 1% among 360,000 | AID 624256;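 active means normalized GFP-positive differentiation at or above the plate's own cutoff, the solvent-only control mean plus 3 SD; inconclusive means no clear call, values can overlap the other calls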;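 further: cells exposed to compound for four days before flow analysis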
Myeloid diff 2 GFP+ MAC1+ %: second read-out of Myeloid diff 2, no call of its own (marks repeat the call); GFP+ MAC1+ double positive, %; measured here: differentiation confirmed by MAC1 staining
* hit, by the source's call; i = inactive; u = inconclusive; x = not tested or not shown; + = active, no number. An excerpt; count on the stated rates, not on these rows.

Structure	Myeloid diff 2	Myeloid diff 2 GFP+ MAC1+ %
Nc1cc(C(=O)OCC(=O)NNC(=O)c2ccccc2)ccc1Cl	i	0.3
COc1cccc(-c2ncc3ccccc3c2COC(=O)c2cccc(Br)c2)c1	i	0.8
COC1C=CC=C(C)C(=O)NC2=CC(=O)C(N)=C(CC(C)CC(OC)C(O)C(C)C=C(C)C1OC(N)=O)C2=O (configuration not stated)	u	x
COC(=O)[C@]1(C)CCC[C@@]2(C)C3CC[C@@]4(C)C[C@]3(CCC21)CC(=O)N4Cc1ccc(OC)cc1 (some centres not stated)	i	1.2
COc1ccccc1N1CCN(C(=O)c2ccc(-c3ccc(Cl)cc3)o2)CC1	u	x
COc1ccccc1NS(=O)(=O)c1cc(N)ccc1N1CCOCC1	i	0.6
CCCCN(C(=O)C1CC(=O)N(c2ccc3c(c2)OCCO3)C1)c1c(N)n(CCCC)c(=O)[nH]c1=O (configuration not stated)	i	0.8
CCN(CC)C(=O)C1=C(C)N(Cc2ccc(OC)cc2)C(=O)C(CC(=O)NC2CCCCC2)C1 (configuration not stated)	i	1.4
Cc1ccc(Cl)c(OCC(=O)Nc2ccccc2N2CCCCC2)c1	i	1.0
O=C(O)c1cc(=O)c2c(Cl)cc(Cl)cc2[nH]1	i	2.9
CC(C)N(C(=O)COC(=O)c1cccc(S(=O)(=O)N2CC3(C)CC2CC(C)(C)C3)c1)C(C)C (configuration not stated)	i	1.7
CC(=O)NC(c1cccs1)c1cc(F)c2cccnc2c1O (configuration not stated)	u	x
COC(=O)C1CCN(S(=O)(=O)CCNC(=O)c2cccc(OC)c2)CC1	i	0.8
CC[C@]12c3[nH]c4ccc(OC)cc4c3CCN1C(=O)C(CC(=O)NCCc1ccccn1)C[C@@H]2C(=O)N1CCN(C(=O)C2CC2)CC1 (some centres not stated)	i	0.1
COC(=O)C[C@H]1CC[C@H](NC(=O)c2ccc(F)cc2)[C@@H](CO)O1	i	1.2
Cc1ccc(-c2nn(-c3ccccc3)cc2C(=O)Nc2cccc(S(=O)(=O)NC3=NCCC3)c2)cc1	i	3.9
Cc1c(C(=O)NCCC#N)sc(=O)n1Cc1ccccc1F	i	2.8
CCOC(=O)C1CCCN(S(=O)(=O)c2ccc3c4c(cccc24)C(=O)N3CC)C1 (configuration not stated)	i	0.9
O=C(C1CCCN1C(=O)c1cccs1)N1CCN(S(=O)(=O)c2ccc(F)cc2)CC1 (configuration not stated)	i	0.9
CC(C)C(N)c1csc(Nc2ccc(C(=O)c3ccccc3)cc2)n1 (configuration not stated)	i	0.8
O=C(NCC(c1ccco1)N1CCN(c2ccccc2F)CC1)C(=O)NC1CC1 (configuration not stated)	i	0.4
Cc1nnc(SCC(=O)NC2CCCCCC2)n1N	i	1.2
COc1ccc(C(C)=O)cc1Cn1c(C)c(C(=O)NCCC#N)sc1=O	i	2.6
Cc1cc(-c2csc(NC(=O)C3=COCCO3)n2)c(C)n1C	i	0.6
NC(=O)NC(Cc1ccccc1)C(=O)NNC(=O)COc1ccccc1Cl (configuration not stated)	i	0.8
CCOC(=O)[C@]12CCCC=C1N(CCC1=CCCCC1)C(=O)[C@H](CC(=O)N1CCCCC1)C2	i	3.0
COc1cc(C2CC(=O)Oc3cc(C)c(Cl)c(C)c32)cc(OC)c1OC (configuration not stated)	i	1.8
Cc1ccc(OCC(=O)O/N=C(\N)Cc2cccs2)cc1C	i	0.9
CS(=O)(=O)c1ccccc1C(=O)Nc1ccc(S(=O)(=O)N2CCCC2)cc1	i	0.2
S=C(NCCN1CCOCC1)C(=S)NCCN1CCOCC1	i	0.4
CN(Cc1ccccc1)C(=O)CN1CCN(S(=O)(=O)c2ccc(Cl)c(Cl)c2)CC1	i	0.8
N#CC(=C(O)COC(=O)c1ccc2c(c1)OCCO2)c1nc2ccccc2[nH]1	i	1.1
CN(C)C(=O)c1ccc(NC(=O)COC(=O)c2cc(S(=O)(=O)N(C)C)ccc2N2CCCC2)cc1	i	0.9
Cn1c2ccccc2c2nnc(N/N=C/c3ccc(O)cc3)nc21	i	0.4
O=C(CN(c1cccc(Br)c1)S(=O)(=O)c1ccccc1)N/N=C/c1cc([N+](=O)[O-])ccc1O	i	0.2
O=C(c1ccc(Cl)c(S(=O)(=O)N2CCc3ccccc32)c1)N1CCN(c2ccccc2O)CC1	i	1.1
CC(=O)Nc1cccc(C(=O)OCC(=O)Nc2nnc(-c3ccccc3)o2)c1	i	2.3
C=CCN1C(=O)c2ccc(C(=O)N(CC)CC(=O)Nc3cc(Cl)ccc3C)cc2C1=O	i	0.5
CC(C)C[C@@H](CN1CCC[C@H]1CN1C(=O)C(=O)NC[C@@H]1Cc1ccccc1)N1C[C@H](Cc2ccc(O)cc2)N(CCc2ccccc2)C(=O)C1=O	i	0.6
Cc1ccc(S(=O)(=O)Nc2ccccn2)c(C)c1	i	0.7
COc1ccc([C@H]2CC(=O)C=C(c3cccc(C(C)C)c3)C2)cc1	i	1.6
O=C(COC(=O)/C=C/c1ccc(F)cc1)Nc1ccc2[nH]c(=O)[nH]c2c1	i	1.3
COc1ccc(S(=O)(=O)N2CCN(CC(=O)c3[nH]c(C)c(C(C)=O)c3C)CC2)cc1OC	i	1.0
O=C(NCc1ccco1)C(c1ccco1)N(C(=O)Cn1nnc2ccccc21)c1ccc2c(c1)CCC2 (configuration not stated)	i	1.4
Cc1cccc(NC(=O)CCCN=C2NS(=O)(=O)c3ccccc32)c1C	i	0.2
COCCN1C(=O)CCC1(C)C(=O)NC1CCCCC1 (configuration not stated)	i	0.7
COc1ccc(NC(=O)CN2C(=O)NC(C)(C3CC3)C2=O)cc1S(=O)(=O)N1CCCCC1 (configuration not stated)	i	0.5
CCC(=O)Nc1cccc(-c2nnc(-c3ccccc3)o2)c1	i	0.8
Cc1ccc(C(=O)NNC(=O)c2ccccc2OCc2c(C)noc2C)cc1	i	0.8
C[C@H](O)[C@@H]1C(=O)N2CCc3ccc(N4CCN(C)CC4)cc3[C@@H]2C[C@@H]1N(C)C(=O)NC1CCCCC1	i	0.9

Going on with the list:
Structure	Myeloid diff 2	Myeloid diff 2 GFP+ MAC1+ %
CC1CC(C)CN(C(=O)CN2C(=O)NC3(CCCCCCC3)C2=O)C1 (configuration not stated)	i	1.1
COc1cccc(NC(=O)CN2C(=O)NC(CCc3ccccc3)C2=O)c1 (configuration not stated)	i	0.2
O=Cc1ccc(-c2c(-c3ccccc3)oc3c2C(OCCCCO)CCC3)o1 (configuration not stated)	i	0.5
O=C(N[C@@H]1C/C=C\C[C@H](CC(=O)N(CCO)Cc2ccccc2)C(=O)N[C@@H](Cc2ccccc2)COC1=O)OCC1c2ccccc2-c2ccccc21	i	0.4
OC(c1ccccc1)c1ncc(-c2ccccc2Cl)[nH]1 (configuration not stated)	i	0.4
CC(C)[C@H](NC(=O)OCc1ccccc1)C(=O)N[C@@H](Cc1c[nH]c2ccccc12)C(=O)O	i	1.0
CCCCCCn1cc(CN2CC(N3CCN(C4CCN(C)CC4)CC3)CS2(=O)=O)nn1 (configuration not stated)	i	0.8
CN1CC(c2ccccc2)Oc2ccccc2C1=S (configuration not stated)	i	0.3
Cc1cccc(NC(=O)c2ccc(OCc3c(C)noc3C)cc2)c1C	i	0.3
CN(c1cccc(Cl)c1)S(=O)(=O)c1cccc(C(=O)NCc2ccncc2)c1	i	0.8
Cc1ccc(S(=O)(=O)N2CCC[C@H]2C(=O)OCc2cc(=O)oc3cc(C)ccc23)cc1	i	0.9
O=C(CCNC(=O)c1ccc([N+](=O)[O-])cc1)Nc1ccccc1N1CCCCC1	i	0.8
O=Cc1ccc(N2CCN(S(=O)(=O)c3ccc4c(c3)CC(=O)N4)CC2)cc1	i	0.4
O=C(CCc1nc2ccccc2c(=O)[nH]1)Nc1cc(C(F)(F)F)ccc1N1CCOCC1	i	1.2
CN(C(=O)CSc1nc2[nH]ncc2c(=O)[nH]1)c1ccccc1	i	0.6
CCCCN(C(=O)C(C)N1C(=O)c2ccccc2C1=O)c1c(N)n(CC(C)C)c(=O)[nH]c1=O (configuration not stated)	i	1.2
COc1ccccc1-c1cnc(C(O)c2cc(C)c(OC)c(C)c2)[nH]1 (configuration not stated)	i	1.0
C[C@H](CO)N1C[C@H](C)[C@@H](CN(C)C(=O)CCCN(C)C)OCc2cn(nn2)CCCC1=O	i	1.1
Cc1cccc(C)c1-n1nnnc1C(c1ccnc2ccccc12)N1CCCN(C(=O)OC(C)(C)C)CC1 (configuration not stated)	i	1.1
O=C(CN1CSCC1=O)N1CCN(S(=O)(=O)c2cccc(F)c2)CC1	i	1.1
N#Cc1cc2cc(Cl)ccc2[nH]c1=O	i	1.5
O=C1CS(=O)(=O)N(Cc2cccc(F)c2)c2ccc(Br)cc21	i	1.3
Cc1ccc(F)c(S(=O)(=O)NC(=O)C2(C)CCN2C(=O)c2ccco2)c1 (configuration not stated)	i	0.9
Cc1sc2nc(CSCC(=O)Nc3ccc(Cl)cc3F)[nH]c(=O)c2c1C	i	1.2
CC(C)Cn1cnc2c(SCc3ccccc3F)nc(N)nc21	i	1.0

Continued:
| Structure | Myeloid diff 2 | Myeloid diff 2 GFP+ MAC1+ % |
| --- | --- | --- |
| COc1ccc(Cl)cc1NC(=O)CN(C)C(=O)Cn1cnnn1 | i | 1.2 |
| O=C(Cc1n[nH]c(=O)c2ccccc12)OCC(=O)c1ccccc1 | i | 1.1 |
| O=C(Nc1ccc(C(F)(F)F)cc1)c1ccccc1-n1cnnn1 | i | 0.1 |
| CC(=O)Nc1cc(-c2cccc(NS(C)(=O)=O)c2)cn2c(-c3ccccc3)cnc12 | i | 0.0 |
| O=C(COC(=O)c1ccccc1NCCO)NCCc1ccccc1 | i | 0.6 |
| COc1ccc(C(O)c2nc(-c3cncnc3)cs2)cc1 (configuration not stated) | i | 0.5 |
| CN1OC[C@@H]2CN[C@H](c3ccc(-c4cc5ccccc5o4)cc3)C[C@@H]21 | i | 1.1 |
| CC(C)CC1Nc2ncnc(N3CCCCC3)c2N(Cc2ccc(Br)cc2)C1=O (configuration not stated) | i | 1.2 |
| N/C(=N\NS(=O)(=O)c1ccc(Cl)cc1)c1ccccn1 | i | 0.7 |
| Cc1cc2nc(-c3ccccc3)c(CC3CCCCC3)n2c(C)c1Br | i | 1.0 |
| CC(NC(=O)CCNC(=O)c1ccc(Br)cc1)c1ccc(-n2ccnc2)cc1 (configuration not stated) | i | 1.5 |
| COc1cc(C(=O)OCC(=O)NC2CCCCCC2)ccc1OCC(C)C | i | 0.3 |
| CC(=O)c1cccc(N2C(=O)CC(N3CCN(S(=O)(=O)c4ccc(Cl)cc4)CC3)C2=O)c1 (configuration not stated) | i | 0.5 |
| CC12CCC(=O)N1C(C(=O)N1CCN(c3cccc(Cl)c3)CC1)CS2 (configuration not stated) | i | 1.2 |
| C[C@@H](OC(=O)N1CCCCC1)[C@H]1O[C@]2(C)CCCC[C@H]1O2 | i | 0.5 |
| O=C(NN=Cc1ccc(O)cc1)c1ccccc1NS(=O)(=O)c1cccs1 | i | 1.3 |
| c1ccc(Cc2c(-c3ccccc3)nc3c4ccccc4ccn23)cc1 | + | 3.9* |
| Cc1ccccc1S(=O)(=O)N1C(c2ccc(Cl)cc2)CC=C(C(=O)O)C1c1cccc(Cl)c1 (configuration not stated) | i | 2.7 |
| O=C(C=Cc1ccccn1)c1ccccc1O | i | 0.2 |
| CCCCC(CC)CO (configuration not stated) | i | 1.5 |
| CCN(CC(=O)Nc1ccc(OC)cc1)C(=O)c1cc2c(s1)CCCCC2 | i | 2.2 |
| OC(c1ccc(F)cc1)c1nc(-c2cccc(C(F)(F)F)c2)cs1 (configuration not stated) | i | 0.5 |
| CCCc1nc2ccc(C)cn2c1Cc1ccccc1C(F)(F)F | i | 0.3 |
| CC(NC(=O)COc1ccccc1)C(=O)N1CCN(c2ccccc2)CC1 (configuration not stated) | i | 0.4 |
| CCOc1ccc2oc(C(=O)N(CC)CC(=O)Nc3c(F)cccc3F)c(C)c2c1 | i | 1.0 |
| O=C(COc1ccc2ccccc2c1)N1CCN(c2ccccc2)CC1 | i | 0.3 |
| CN(CCCn1ccc(NC(=O)OCc2ccccc2)nc1=O)Cc1ccco1 | i | 0.6 |
| COc1ccc(-c2nnc(SCC(=O)Nc3c(Cl)cc(Cl)cc3C(=O)O)o2)cc1 | i | 0.3 |
| O=C(CCc1ccccc1)N[C@@H]1c2ccccc2CC[C@@H]1OCc1ccccc1 | i | 0.7 |
| O=C1NC(=S)SC1=Cc1ccc(F)cc1 | i | 0.2 |

Compound profiles, from the list above. Order of values: Myeloid diff 2 | Myeloid diff 2 GFP+ MAC1+ %
`O=C(CCc1ccccc1)N[C@@H]1c2ccccc2CC[C@@H]1OCc1ccccc1` reads i | 0.7
`CC(NC(=O)COc1ccccc1)C(=O)N1CCN(c2ccccc2)CC1` (configuration not stated) reads i | 0.4
`O=C(COc1ccc2ccccc2c1)N1CCN(c2ccccc2)CC1` reads i | 0.3
`CCOc1ccc2oc(C(=O)N(CC)CC(=O)Nc3c(F)cccc3F)c(C)c2c1` reads i | 1.0
`CCN(CC(=O)Nc1ccc(OC)cc1)C(=O)c1cc2c(s1)CCCCC2` reads i | 2.2

Four entries picked at random from those above:
| Structure | Myeloid diff 2 | Myeloid diff 2 GFP+ MAC1+ % |
| --- | --- | --- |
| O=C1NC(=S)SC1=Cc1ccc(F)cc1 | i | 0.2 |
| O=C(COc1ccc2ccccc2c1)N1CCN(c2ccccc2)CC1 | i | 0.3 |
| CCN(CC(=O)Nc1ccc(OC)cc1)C(=O)c1cc2c(s1)CCCCC2 | i | 2.2 |
| O=C(CCc1ccccc1)N[C@@H]1c2ccccc2CC[C@@H]1OCc1ccccc1 | i | 0.7 |
